# High-throughput results: PubChem, several laboratories
# AGP1-GFP MLPCN: modulators of TOR pathway AGP1-GFP in S. cerevisiae; GFP response vs DMSO, % at 10 µM; 320,000 tested, 0.02% active; S. cerevisiae AGP1-GFP multiplex flow cytometry, 3 h; GFP as percent of DMSO wells; AID 2066;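 active = GFP response relative to DMSO above a set limit, near screen average plus 3 SD, cut at about 150% in these data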;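 note: median GFP channel fluorescence of the gated AGP1 strain per well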
# MCL1-BIM inh: MCL1-BIM-BH3 interaction inhibition (human) | 320,000 tested, 0.68% active | inhibition, % at 10.9 µM | GST-MCL1 / FITC-Bim-BH3 fluorescence polarization;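 active = inhibition above the mean inhibition of all tested compounds plus 3 SD, set per campaign, cut at about 40% in these data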;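 note: 0% = DMSO wells and 100% = unlabeled Bim-BH3 peptide control; higher means more loss of mP so more displacement of Bim peptide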
# Target sequence (Q07820 whole entry, looked up): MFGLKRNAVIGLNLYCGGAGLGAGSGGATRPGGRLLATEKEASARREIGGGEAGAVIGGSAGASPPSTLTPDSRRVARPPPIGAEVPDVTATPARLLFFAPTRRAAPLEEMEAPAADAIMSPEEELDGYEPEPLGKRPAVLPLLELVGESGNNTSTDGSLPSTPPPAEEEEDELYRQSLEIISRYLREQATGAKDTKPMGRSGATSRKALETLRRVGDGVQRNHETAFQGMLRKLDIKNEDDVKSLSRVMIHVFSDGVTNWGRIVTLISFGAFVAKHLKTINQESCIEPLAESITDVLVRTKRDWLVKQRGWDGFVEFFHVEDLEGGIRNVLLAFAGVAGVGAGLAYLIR
# MEX-5 binding: C. elegans MEX-5 TCR-2 RNA binding activity. Q9XUB2. MEX-5/FITC-TCR2 RNA binding, fluorescence polarization; hits give low values. activity score (negative = inhibition of binding), % at 10 µM. 300,000 tested, 0.38% active. AID 1832;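 active = inhibition past about -25% in most replicates, and total fluorescence under double the plate's negative control median, limit read from the data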;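 note: 0% = DMSO and -100% = 5 µM competing unlabeled TCR2 RNA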
# Target sequence (Q9XUB2 whole entry, looked up): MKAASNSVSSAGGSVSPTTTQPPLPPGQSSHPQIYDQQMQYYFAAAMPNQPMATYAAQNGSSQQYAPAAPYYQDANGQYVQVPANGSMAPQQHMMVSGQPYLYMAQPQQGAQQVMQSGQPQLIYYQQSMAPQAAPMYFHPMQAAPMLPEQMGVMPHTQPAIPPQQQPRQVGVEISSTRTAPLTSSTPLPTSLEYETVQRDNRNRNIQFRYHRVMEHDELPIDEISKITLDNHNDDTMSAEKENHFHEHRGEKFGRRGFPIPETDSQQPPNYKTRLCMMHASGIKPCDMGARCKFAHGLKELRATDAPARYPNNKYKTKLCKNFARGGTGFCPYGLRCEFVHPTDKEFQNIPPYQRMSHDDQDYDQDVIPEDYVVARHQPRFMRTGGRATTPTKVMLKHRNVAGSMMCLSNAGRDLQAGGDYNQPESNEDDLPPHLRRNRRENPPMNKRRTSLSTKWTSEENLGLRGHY
# GLD-1 TGE inh: GLD-1-TGE RNA interaction inhibition (C. elegans); Q17339; purified GLD-1 + fluorescein TGE RNA, fluorescence polarization; inhibition, % at 5.96 µM; 320,000 tested, 0.44% active; AID 2280;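 active = percent inhibition above a per-plate cutoff, the plate mean of test compounds plus 3 SD, cut at about 30% in these data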;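 note: 0% = DMSO wells with GLD-1 and probe and 100% = wells lacking GLD-1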
# GRK2 inh: human GRK2 inhibition via aptamer displacement | P25098 | 330,000 tested, 0.59% active | bead flow cytometry, FAM-aptamer displacement from GRK2 | inhibition of aptamer binding, % at 10 µM | AID 488847;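 active = inhibition of aptamer binding above 40%, roughly 3 SD of noise, on plates passing a quality check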;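 note: median bead fluorescence of bound FAM aptamer so fluorescent compounds give negative values; no value below 0 was filed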
# CIT2-GFP yeast: alters CIT2-GFP fluorescence in TOR pathway yeast screen | AID 2029 | GFP response vs DMSO, % at 10 µM | S. cerevisiae CIT2-GFP strain, flow cytometry, 3 h; 100 means same as DMSO wells | 320,000 tested, 0.065% active;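 active = GFP response relative to DMSO above a set limit, near the screen mean plus 3 SD, cut at about 150% in these data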;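 note: ratio of well median GFP fluorescence to mean of DMSO wells on the plate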
# Yeast superoxide: lowers age-related superoxide in aged yeast cells; S. cerevisiae aged cells, superoxide DHE fluorescence; hits give low values; superoxide response (% of plate mean), % at 10 µM; 330,000 tested, 0.18% active; AID 2690;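 active = superoxide response under a set limit, about three screen SD below normal, cut at about 65% in these data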;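 note: yeast aged for seven days with compound at 30 °C before DHE staining; 100% = average MFI of all compound-treated wells on the plate with controls excluded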
# BCLXL inh: blocks human Bcl-xL binding to Bim BH3 peptide; Q07817; GST-Bcl-xL / FITC-Bim BH3 peptide fluorescence polarization; inhibition, % at 10.9 µM; 320,000 tested, 0.7% active;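 active = inhibition above the mean of all tested compounds plus 3 SD, cutoff set per campaign, cut at about 30% in these data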;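 note: 0% = DMSO wells and 100% = unlabeled Bim-BH3 peptide competitor; inhibitors lower millipolarization by displacing the labeled peptide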
# Target sequence (Q07817 whole entry, looked up): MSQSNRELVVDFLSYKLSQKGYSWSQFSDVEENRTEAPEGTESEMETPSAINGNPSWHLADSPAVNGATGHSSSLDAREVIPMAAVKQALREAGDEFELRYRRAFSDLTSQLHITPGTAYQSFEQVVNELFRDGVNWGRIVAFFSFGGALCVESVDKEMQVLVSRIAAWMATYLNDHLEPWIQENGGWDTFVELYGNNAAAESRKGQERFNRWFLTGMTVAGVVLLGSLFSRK
# VLA-4 inh: inhibition in a human VLA-4 binding assay; VLA-4 expressing cells, ligand binding flow cytometry; inhibition, % (about 7 µM as worked out from the volumes in the protocol); 330,000 tested, 0.2% active; in the data active = inhibition above about 50%
# * = called active by the depositor; x = not tested or not shown.
SMILES,AGP1-GFP MLPCN,MCL1-BIM inh,MEX-5 binding,GLD-1 TGE inh,GRK2 inh,CIT2-GFP yeast,Yeast superoxide,BCLXL inh,VLA-4 inh
CC(C)(C)c1nn(-c2ccccc2)c2[nH]c(=O)c(CNCc3ccc4c(c3)OCO4)cc12,99.7,2.5,1.2,8.0,0.0,94.4,96.8,5.3,9.6
Cc1ccc(NC(=O)CCC2CC(C)(C)OC2=O)cc1 (stereo not given),94.1,-1.9,1.2,2.3,0.0,88.7,99.0,4.0,-5.3
CCOC(=O)c1ccc2[nH]c3c(c2c1)CCCC3C(=O)OCC (stereo not given),109.8,-1.7,0.5,3.2,0.0,110.1,96.2,-0.8,-4.2
C#CCOC(=O)Nc1cc(C)n(-c2ccccc2)n1,104.3,-3.2,1.1,-0.8,0.0,98.2,103.6,1.2,-26.7
COc1cccc(N2CCN(C3OC(=O)c4ccccc43)CC2)c1 (stereo not given),96.9,9.5,-0.7,2.4,1.0,99.2,103.6,8.2,-3.9
Cc1cccc(C)c1OCC(N)C(C)C (stereo not given),89.1,-12.6,x,6.4,1.0,115.8,100.7,2.0,-9.7
Cc1cccc(NC(=O)C2CCCN(S(=O)(=O)c3ccc(-n4cnnn4)cc3)C2)c1 (stereo not given),99.2,-6.0,2.5,0.2,2.0,105.1,99.2,3.4,14.0
O=C(NNS(=O)(=O)c1ccc(Cl)cc1)c1cc(-c2ccccc2)n[nH]1,103.2,13.1,0.4,0.1,0.0,106.9,89.3,1.4,8.2
COc1ccccc1Oc1ccc(NC(=O)c2ccc(Cl)cc2)cc1,98.5,1.2,-1.2,-11.6,0.0,101.7,119.1,1.9,11.8
COc1ccccc1N1CCN(/N=C/c2cc([N+](=O)[O-])ccc2Cl)CC1,89.9,-8.0,0.4,-4.3,10.0,86.8,94.4,2.0,0.0
Cc1ccc(S(=O)(=O)c2c(N)n(NC(=O)c3ccco3)c3nc4ccccc4nc23)cc1,101.5,1.7,-4.6,-1.8,2.0,90.9,86.1,1.1,11.5
Cc1cc(C(=O)N/N=C/c2ccccn2)c2ccccc2n1,101.6,-1.5,1.0,-1.7,0.0,104.0,95.3,-4.0,0.0
O=C(O)/C(=C\c1ccc(Cl)cc1)c1ccc(F)cc1,92.6,-1.4,-1.6,5.6,0.0,92.7,108.8,6.4,11.6
CCOc1ccc(S(=O)(=O)Nc2nc3ccccc3nc2N2CCN(C)CC2)cc1,98.4,13.1,-1.9,-0.5,0.0,97.9,106.2,9.9,22.7
CC(=O)Nc1ccc(C(=O)CSc2ncn(-c3ccccc3)n2)cc1,106.6,7.9,0.1,-0.3,0.0,106.5,101.7,10.7,6.5
COCCn1c(-c2ccc(OC)c(OC)c2)nc2ccccc21,101.7,-9.3,-1.8,0.6,2.0,101.8,97.9,7.2,3.3
CCOC(=O)c1ccc2c(c1)C1C=CCC1C(C(=O)OCC)N2 (stereo not given),107.0,22.2,-0.6,-0.4,0.0,106.1,100.9,25.0,7.8
CC(C)c1nnc(NC(=O)c2cnccn2)s1,110.3,0.9,-1.9,-4.4,2.0,111.3,102.6,3.4,2.2
Cc1oc(-c2ccccc2Cl)nc1CN1CCCCC1c1cccnc1 (stereo not given),108.7,6.3,0.8,-8.3,0.0,99.6,102.2,10.4,15.2
CC(=O)Nc1nonc1NC(=O)CSC1=NCCS1,98.5,6.3,-1.0,-2.5,1.0,89.8,97.8,1.6,1.0
CCOC(=O)c1ccc(-n2c(C)nc3c(cnn3-c3ccccc3Cl)c2=O)cc1,97.8,4.4,-1.1,-9.7,0.0,98.9,99.2,1.2,-12.1
Cc1ccccc1NC(=O)C1CCC(C)(C(=O)O)C1(C)C (stereo not given),103.5,-2.5,0.5,-0.8,0.0,100.9,90.5,-0.7,18.4
Cc1c(O)ccc2c(CC(=O)N[C@@H](Cc3c[nH]c4ccccc34)C(=O)O)cc(=O)oc12,25.8,-5.6,-3.7,7.3,0.0,87.7,105.5,4.1,-0.7
Cc1c(NC(=O)CN2CCN(c3ccc(O)cc3)CC2)c(=O)n(-c2ccccc2)n1C,85.2,-0.8,1.4,2.8,0.0,95.9,101.8,16.9,9.8
COc1ccc(-n2c(SCC(=O)Nc3cc(C)on3)nc3c(c2=O)SCC3)cc1,102.5,4.4,3.0,-0.7,2.0,98.4,97.6,3.9,21.6
COc1ccc(-c2ccnc3c(C(=O)O)cnn23)cc1,99.8,-5.6,1.5,4.2,0.0,99.2,109.2,3.7,-2.2
CC(OC(=O)c1ccc(-n2cnnn2)cc1)C(=O)Nc1ccccc1[N+](=O)[O-] (stereo not given),99.6,-1.6,x,-2.4,0.0,93.8,128.8,5.9,-10.1
Cc1ccc(S(=O)(=O)N2CCN(CCOc3c(Cl)cccc3Cl)CC2)cc1C,92.4,-2.8,x,7.7,1.0,95.4,111.3,-0.5,18.2
O=C(CNCc1ccc(F)cc1)Nc1ccccc1[N+](=O)[O-],101.0,-3.9,0.4,6.0,0.0,91.8,106.7,-1.0,2.9
Cc1cccc(NC(=O)CSc2ncnc3sc(C)c(C)c23)n1,108.4,x,1.5,x,1.0,114.2,123.1,x,-2.5
O=C(Nc1ccccc1C(=O)OCc1nnc(-c2ccccc2)o1)c1ccco1,97.0,-3.7,0.2,-10.1,2.0,101.9,99.1,2.1,-10.4
CCc1nnc(NS(=O)(=O)c2ccc(N=Cc3c(C)[nH]n(-c4ccc(C)cc4)c3=O)cc2)s1,97.8,7.9,-4.8,0.0,0.0,93.2,101.3,9.2,20.7
CCOCCCNc1ccc(-c2ccccc2)nn1,105.7,1.4,-2.9,2.7,0.0,100.1,117.0,-1.4,7.5
COc1ccc2cc(C(=O)C3CCCN(C(=O)/C=C/c4ccccn4)C3)ccc2c1 (stereo not given),85.2,-5.1,1.8,-5.2,0.0,73.5,116.8,0.6,-7.2
Cc1ccc(C)c(N2CCN(S(=O)(=O)c3ccc4c(c3)NC(=O)CO4)CC2)c1,95.6,10.7,-0.7,1.7,2.0,110.8,98.6,2.4,-10.0
Cc1ccc(C)c(N2CCN(C(=O)CN3C(=S)NC(C)(C)CC3C)CC2)c1 (stereo not given),118.4,6.8,-0.5,8.9,1.0,108.7,107.0,3.8,0.5
O=C(NC1C=CS(=O)(=O)C1)c1ccccc1 (stereo not given),94.9,1.6,0.1,0.0,0.0,92.9,93.5,5.0,3.3
CCOc1ncccc1C(=O)OCC(=O)N(CC)c1ccccc1,105.1,4.9,-1.5,-1.7,2.0,103.5,101.2,-2.8,0.4
CC(=O)CSc1nc2c(c(=O)[nH]c(=O)n2C)n1Cc1cccc(Br)c1,110.4,-3.3,1.9,2.5,3.0,106.0,112.3,-2.8,1.5
O=C(O)c1ccc2c(c1)C(=O)/C(=C/c1ccccc1)C2=O,85.9,91.8*,-24.8,46.4*,16.0,86.1,109.9,76.7*,12.8
Cc1ccc(CC2CC(=O)N(c3ccc4c(c3)OCCO4)C2=O)cc1 (stereo not given),91.7,5.2,-6.5,0.2,3.0,87.4,99.9,-3.0,7.4
CC(CCc1ccco1)NC(=O)CCc1nnc2ccc(NCc3ccc(Cl)cc3)nn12 (stereo not given),95.8,5.0,2.4,7.4,2.0,98.2,118.2,7.9,9.5
COC(=O)CSc1nc(C)cc(Oc2ccccc2)n1,94.3,-0.2,-2.4,1.6,0.0,96.8,97.4,1.0,-1.9
CCOc1ccccc1NC(=O)COC(=O)c1cc(C)oc1C,103.0,x,x,0.8,9.0,105.0,88.1,x,-0.2
CC(=O)c1ccc(NC(=S)Nc2cccc(Cl)c2C)cc1,93.5,11.9,-3.5,-4.9,0.0,74.2,74.8,7.4,-1.5
Cc1ccccc1C(=O)NC(=S)NCC(=O)c1ccccc1,97.0,11.1,-2.1,5.8,1.0,100.3,92.0,6.5,-5.8
Cc1ccc(C(=O)CNc2ccccc2C)cc1,91.2,-0.9,3.3,2.2,0.0,91.9,115.1,1.0,12.4
CC(=O)Nc1cccc(-c2nc3ccccc3o2)c1,90.8,-8.3,3.4,3.3,1.0,95.8,83.1,0.0,4.6
O=C(COC(=O)c1n[nH]c2ccccc12)NC1CCCCC1,97.0,x,x,7.0,0.0,90.8,92.9,x,0.0
CCOc1ccc(-c2c(=O)n(OCc3ccc([N+](=O)[O-])cc3)c3ccccc3[n+]2[O-])c(OCC)c1,96.1,-2.4,-1.6,-1.9,0.0,86.5,97.6,0.6,0.7
# (more compounds)
SMILES,AGP1-GFP MLPCN,MCL1-BIM inh,MEX-5 binding,GLD-1 TGE inh,GRK2 inh,CIT2-GFP yeast,Yeast superoxide,BCLXL inh,VLA-4 inh
CCOC(=O)N1CCN(C(=O)COC(=O)c2ccc(N(C)C)cc2)CC1,92.7,x,x,1.7,0.0,98.0,88.7,x,9.0
Cc1oc(-c2ccccc2)nc1CC(=O)O,94.7,10.0,-0.3,-6.2,5.0,94.2,93.2,0.1,14.4
COc1ccc(/C=C2/SC(=S)N(CCC(=O)O)C2=O)cc1,97.5,-0.9,-3.3,-6.0,6.0,87.3,122.3,-2.2,23.9
O=C(Nc1nnc(S(=O)(=O)N2CCCCCC2)s1)c1ccc(Br)cc1,100.5,7.0,1.0,7.2,2.0,101.8,93.2,0.0,-16.6
Cc1ccc(N(CC(=O)NCc2ccco2)C(=O)CCC(=O)Nc2ccccn2)c(C)c1,89.7,-1.6,1.9,0.3,0.0,90.1,102.1,4.7,2.2
CCOc1ccc(NC(=O)CCn2cccc2)cc1,105.0,3.5,0.2,7.6,0.0,102.5,93.0,5.3,-4.9
COc1ccc(C)c2sc(NC(=O)CCS(=O)(=O)c3ccccc3)nc12,103.0,-2.5,2.5,0.1,0.0,98.1,105.7,2.2,10.5
O=C1CC(C(=O)N2CCN(c3ccccc3)CC2)CN1Cc1ccccc1 (stereo not given),95.3,x,x,4.1,3.0,84.8,93.2,x,12.1
Cc1ccc(S(=O)(=O)N2CCOCC2)cc1C(=O)OCC(=O)NC1CCCC(C)C1C (stereo not given),100.5,-11.1,x,4.1,9.0,95.0,76.5,-1.2,13.7
COc1ccc(S(=O)(=O)N2CCN(C(=O)c3sccc3-c3ccccc3)CC2)cc1,104.5,-5.5,3.3,5.2,8.0,102.5,82.3,-5.7,-4.2
COc1ccccc1C(=O)NCCC(=O)N1CCN(c2cccc(C(F)(F)F)c2)CC1,102.2,1.9,-2.4,0.0,0.0,104.8,112.5,-0.9,-3.0
COC(=O)CC1Nc2ccccc2SC1=O (stereo not given),102.6,3.3,-1.1,3.3,0.0,98.1,99.4,4.5,31.5
Nc1ncc(-c2ccccc2)n1CC1CCCO1 (stereo not given),113.0,11.4,-0.3,9.1,0.0,88.2,92.1,5.7,27.1
CCN(CC)S(=O)(=O)c1ccc(C(=O)OC2CCCCC2CN(C)C)cc1 (stereo not given),97.6,2.4,-1.0,7.7,70.0*,93.6,124.9,-2.3,-8.2
CCC/C(=N/Nc1ccc(Cl)cc1)c1cnnc(-c2ccccc2)n1,93.2,-0.7,-1.9,14.1,0.0,93.7,114.4,1.4,11.4
CCOC(=O)C(NC(=O)Nc1ccccc1)(OCC)C(F)(F)F (stereo not given),109.4,-2.1,2.4,2.7,0.0,110.5,105.0,11.2,1.7
COc1ccc(-c2c[n+]3c4n2CCCCC4=C(c2ccccc2)C3)cc1,x,1.5,0.3,13.6,0.0,97.5,118.8,8.1,-32.1
CCNC(=O)CSc1nc(-c2ccc(F)cc2)cs1,100.6,6.2,2.4,-0.2,3.0,100.6,79.1,5.7,17.0
CNc1ccccc1C(=O)OC,99.0,0.5,-1.0,-4.7,1.0,91.0,103.9,5.3,-4.1

# Compounds as they come, and some 2.1% of all compounds hit somewhere here.
